Screening results: PubChem, several laboratories
VHR inh abs – DUSP3 (human) phosphatase inhibition; P51452; recombinant VHR phosphatase, pNPP absorbance; inhibition, % at 13.3 µM; 290,000 compounds, 0.52% hits; in the data active = inhibition above about 50%; note: some compounds called inactive have numbers as strong as hits
Target sequence (P51452 whole entry, looked up): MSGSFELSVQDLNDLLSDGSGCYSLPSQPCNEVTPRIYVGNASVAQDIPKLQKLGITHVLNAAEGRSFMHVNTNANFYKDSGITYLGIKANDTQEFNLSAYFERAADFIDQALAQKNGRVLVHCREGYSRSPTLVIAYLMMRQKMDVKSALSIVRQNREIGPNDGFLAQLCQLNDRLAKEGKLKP
Rv3671c inh – inhibits the M. tuberculosis serine protease Rv3671c; P9WHR9; inhibition, % at 5.96 µM; 320,000 compounds, 0.048% hits; in the data active = inhibition above about 38%;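 note: extracellular domain of Rv3671c used as enzyme; 0% = enzyme with DMSO and 100% = no enzyme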
MazEF act – activators of E. coli MazEF toxin-antitoxin RNase; P0AE70; FAM/BHQ RNA-DNA oligo cleavage fluorescence, 5 h; activation, % at 20 µM; 350,000 compounds, 0.32% hits; AID 504720; in the data active = activation above about 50%
Target sequence (P0AE70 whole entry, looked up): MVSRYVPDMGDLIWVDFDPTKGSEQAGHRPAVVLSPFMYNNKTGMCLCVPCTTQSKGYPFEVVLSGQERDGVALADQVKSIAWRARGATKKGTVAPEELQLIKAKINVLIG
PriA SSB inh – inhibitors of Klebsiella pneumoniae PriA binding to SSB C-terminal tail; AlphaScreen SSBct-PriA binding, biotinylated peptide; inhibition, % at 33 µM; 430,000 compounds, 0.6% hits; in the data active = inhibition mostly above about 37%, no sharp cut-off; inactive = mostly below about 20%;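 note: plate controls were negative control peptide for no effect and reference peptide for full effect; strong numbers were not always called active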
SARS 3CLpro inh – SARS-CoV 3CLpro protease inhibition. recombinant SARS-CoV 3CLpro, quenched FRET peptide cleavage. P0C6X7. inhibition, % at 6 µM. 290,000 compounds, 0.14% hits; in the data active = inhibition above about 12%
BoNT A protease – inhibitors of Botulinum neurotoxin A light chain protease | multiplex microsphere protease substrate cleavage, flow cytometry | inhibition, % at 10 µM | 360,000 compounds, 0.17% hits; note: plate controls were buffer without enzyme for full effect and enzyme alone for no effect
BoNT-F LC inh – blocks Botulinum neurotoxin F light chain protease | inhibition, % at 10 µM | AID 588497 | 360,000 compounds, 0.22% hits | Multiplex microsphere protease cleavage assay, flow cytometry; in the data active = inhibition above about 35%, passing the limit was not always enough; inconclusive = no clear call, values can overlap the other calls; note: plate controls were buffer without enzyme for full effect and enzyme alone for no effect
Anthrax LF inh2 – blocks Bacillus anthracis lethal factor protease. P15917. multiplex microsphere protease cleavage assay, LF. inhibition, % at 10 µM. 360,000 compounds, 0.12% hits; note: plate controls were buffer without enzyme for full effect and enzyme alone for no effect
Target sequence (P15917 whole entry, looked up): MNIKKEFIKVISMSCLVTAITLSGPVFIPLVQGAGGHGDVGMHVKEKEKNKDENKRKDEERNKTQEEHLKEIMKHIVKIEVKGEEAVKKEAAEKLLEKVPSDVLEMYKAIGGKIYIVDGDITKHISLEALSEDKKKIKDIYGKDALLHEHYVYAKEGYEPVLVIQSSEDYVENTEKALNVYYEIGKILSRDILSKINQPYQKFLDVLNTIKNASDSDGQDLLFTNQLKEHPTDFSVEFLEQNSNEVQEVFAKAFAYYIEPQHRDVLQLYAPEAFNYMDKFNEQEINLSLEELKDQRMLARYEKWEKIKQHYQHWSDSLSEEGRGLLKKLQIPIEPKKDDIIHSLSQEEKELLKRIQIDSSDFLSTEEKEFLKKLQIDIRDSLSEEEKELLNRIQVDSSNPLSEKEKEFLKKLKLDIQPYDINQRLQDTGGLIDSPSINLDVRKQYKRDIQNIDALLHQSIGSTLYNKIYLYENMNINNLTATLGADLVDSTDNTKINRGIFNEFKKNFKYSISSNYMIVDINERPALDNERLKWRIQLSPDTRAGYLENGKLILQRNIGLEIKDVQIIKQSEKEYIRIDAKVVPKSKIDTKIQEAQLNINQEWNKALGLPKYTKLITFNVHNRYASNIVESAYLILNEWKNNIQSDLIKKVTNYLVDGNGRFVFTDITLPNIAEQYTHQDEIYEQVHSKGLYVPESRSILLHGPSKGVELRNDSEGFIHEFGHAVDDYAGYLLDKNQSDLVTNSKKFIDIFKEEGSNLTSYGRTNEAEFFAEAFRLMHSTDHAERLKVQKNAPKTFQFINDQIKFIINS
CCHF vOTU inh – blocks the CCHF virus ovarian tumor domain protease. CCHFV vOTU protease, Pep-AMC fluorescence. inhibition, % at 11.5 µM. 370,000 compounds, 0.55% hits. AID 651958; in the data active = inhibition above about 30%; note: 0% = vehicle wells with enzyme and 100% = no enzyme wells
PrPC surface inh – reduces human prion protein on the cell surface; inhibition, % at 13.8 µM; cell surface PrPC, TR-FRET read-out; 370,000 compounds, 0.43% hits; P04156; in the data active = inhibition above about 24%; note: 0% = median of the test wells and 100% = reference compound wells
An asterisk follows results filed as active; u = inconclusive; x = no result given. Cut-off read from the data, not from the text of the source, unless noted: active = inhibition above about 30%; inconclusive = no clear call, values can overlap the other calls; inactive = below that. This is a subset. The share of hits here may be higher or lower than overall.

smiles	VHR inh abs	Rv3671c inh	MazEF act	PriA SSB inh	SARS 3CLpro inh	BoNT A protease	BoNT-F LC inh	Anthrax LF inh2	CCHF vOTU inh	PrPC surface inh
COc1cccc(CNC(=O)c2ccc(NC3=NC4CS(=O)(=O)CC4S3)cc2)c1 (centres undefined)	15	-4	3	-8	-1	-0.3	-1	-2	-3	2
Cc1cccc(C)c1NC(=O)NN(C(=O)c1ccccc1)C(C)(C)C	2	2	-13	-3	-2	-0.5	5	-2	-8	1
Nc1ccc2c(c1)COC2=O	11	2	9	-5	1	-0.3	-4	-4	9	2
CC(C)[C@@H](CO)NC(=O)[C@H]1O[C@@H](n2cnc3c(N)ncnc32)[C@H](O)[C@@H]1O	x	x	x	x	x	1.2	1	-2	-13	7
CCC(=O)Nc1ccc(C(=O)c2ccccc2)cc1	10	-2	1	-2	3	0.6	-3	1	2	1
CSCCC(NC(=O)c1ccccc1Br)C(=O)NNC(=O)c1csc(N2CCOCC2)n1 (centres undefined)	x	1	1	-13	x	1.3	3	0	-10	-7
CN(C)S(=O)(=O)c1ccc(Cl)c(C(=O)NNC(=O)c2ccc3c(c2)OCO3)c1	x	7	5	7	x	1.9	-2	6	-3	5
C=CCNC(=O)/C(C#N)=C/c1cn(-c2ccccc2)nc1-c1cccs1	28	-12	8	-10	-4	-0.6	-8	-3	-4	-2
CC1=CC(=C2C(=O)c3ccccc3C2=O)C=C(C)N1Cc1ccco1	13	3	7	36	0	7.6	-3	5	2	-13
Clc1ccc(C2=CC(c3ccco3)n3ncnc3N2)cc1 (centres undefined)	36	-2	-60	7	3	0.4	-4	2	-12	-7

(more compounds)
smiles	VHR inh abs	Rv3671c inh	MazEF act	PriA SSB inh	SARS 3CLpro inh	BoNT A protease	BoNT-F LC inh	Anthrax LF inh2	CCHF vOTU inh	PrPC surface inh
C=CCOc1c(Br)cc(/C=N/Nc2ccc(C(=O)O)cc2)cc1OCC	-2	21	-3	x	4	-1.0	-6	-2	15	9
CN(CC(=O)Nc1cccc(F)c1)CC(=O)Nc1cccc(S(N)(=O)=O)c1	-5	-1	-2	-2	0	-1.1	-20	4	4	6
CC(C)(C)NC(=O)C(c1ccco1)N(Cc1ccc(F)cc1)C(=O)c1snc(C(N)=O)c1N (centres undefined)	10	-3	2	-5	0	0.4	2	-2	-22	2
CCN1C(=O)NC(=O)/C(=C\c2cn(CC(=O)N3CCCCC3)c3ccccc23)C1=O	12	-18	117*	-3	-2	-3.8	-12	0	-6	-4
COc1cc(Cl)c(C)cc1NC(=O)c1ccccc1NC(=O)CN1CCOCC1	13	-10	1	-8	3	-0.6	3	-1	3	-5
Cc1ccc(OCC(=O)Nc2c[nH]c(=O)[nH]c2=O)cc1C	16	0	-4	-14	-1	-0.9	4	-10	-2	0
Fc1ccc(C[n+]2c(-c3ccccc3)cc(-c3ccccc3)cc2-c2ccccc2)cc1	x	-3	20	-16	x	x	x	x	4	-4
Cc1cc(/C=C2\Cc3ccccc3C2=O)c(C)n1-c1ccccc1	-2	-9	-191	28	-3	2.5	-9	-4	10	-7
COc1ccc(Nc2nc3ccccc3n2C)cc1	4	-6	8	-5	0	-1.8	u	7	19	2
CCCOc1ccc(-c2nc(C#N)c(N3CCC(C(N)=O)CC3)o2)cc1	17	2	-4	-4	-3	-1.7	-3	-4	-46	-1

Continuation:
smiles	VHR inh abs	Rv3671c inh	MazEF act	PriA SSB inh	SARS 3CLpro inh	BoNT A protease	BoNT-F LC inh	Anthrax LF inh2	CCHF vOTU inh	PrPC surface inh
O=C(O)C1Cc2ccccc2CN1S(=O)(=O)/C=C/c1ccccc1 (centres undefined)	-17	-3	0	-9	2	-0.1	-4	-1	-11	2
Cc1cccc(N2C(=O)NC(=O)/C(=C/c3ccc(N4CCOCC4)cc3)C2=O)c1	-4	-9	-21	-7	1	-0.3	-1	-2	7	5
COc1ccccc1-c1cc2nc(C)c(CCC(=O)NC(C)CCc3ccco3)c(C)n2n1 (centres undefined)	19	-13	11	-3	-3	-0.9	-6	-6	22	-6
C/C(CC(=O)Nc1ccc(N(C)C)cc1)=N\NC(=O)c1ccncc1	16	-7	3	x	-2	-1.9	-8	-6	-6	-3
O=C(COc1ccccc1)NCC(c1ccco1)N1CCN(c2ccccc2F)CC1 (centres undefined)	x	11	-3	-3	x	5.7	-15	-5	12	-2
Cc1nn(-c2ccccc2Cl)c(Cl)c1/C=N/Nc1nc2ccccc2s1	0	2	-2	x	2	-3.1	-18	-2	20	6
CCc1c(C(=O)N2CCOCC2)csc1C	4	-1	3	-7	-4	1.7	4	-2	-3	-2
O=C(Nc1ccc(S(=O)(=O)N2CCOCC2)cc1)c1ccc(S(=O)(=O)N2CCOCC2)cc1	16	-1	-1	-2	1	-0.4	11	-13	6	3
Cn1c(SCc2ccccc2F)nc2ccccc2c1=O	x	-4	4	-5	x	1.7	u	-10	-2	9
O=C(NCc1ccccc1)C(c1cccnc1)N(C(=O)c1ccccn1)c1ccccc1F (centres undefined)	10	1	-4	-5	2	0.2	19	6	-3	4

More records:
smiles	VHR inh abs	Rv3671c inh	MazEF act	PriA SSB inh	SARS 3CLpro inh	BoNT A protease	BoNT-F LC inh	Anthrax LF inh2	CCHF vOTU inh	PrPC surface inh
COCCO[C@H]1CC[C@@]2(C)C(=CCC3C2CC[C@@]2(C)C3CC[C@]2(C)O)C1 (some centres undefined)	x	0	-3	-1	x	0.1	2	6	0	12
N[C@@H](Cc1ccccc1)c1nnc(SC/C=C/c2ccccc2)o1	8	-3	3	1	2	-3.5	u	-6	10	-4
COc1nc(SCC(=O)Nc2ccccc2Cl)nc(N(C)C)n1	-17	0	2	-6	-5	0.1	-3	-7	3	7
Cc1ccc(S(=O)(=O)NCCc2nnc3ccc(N4CCOCC4)nn23)cc1	x	x	-5	4	x	0.1	-1	-1	6	1
O=C(c1cc(COc2ccc3ncccc3c2)on1)N1CCC[C@H]1CO	53*	4	2	-10	-5	2.4	2	-6	-7	16
Cc1ccnc(NS(=O)(=O)c2ccc(NC(=O)c3cccc(Cl)c3)cc2)n1	x	x	5	x	x	-0.9	-3	3	-4	0
CCc1ccc(NC(=O)c2ccc(-n3cncn3)c([N+](=O)[O-])c2)cc1	x	3	4	4	x	-0.7	1	-4	6	-30
CN1C(=O)c2ccccc2N(C)C1c1cccs1 (centres undefined)	28	-1	-4	-8	2	0.3	3	-4	-55	7
Cc1cccc(C(=O)NCCC(=O)NCc2ccccc2Cl)c1	x	-15	-2	5	x	0.2	-8	-2	-5	1
CN(Cc1nc2ccccc2c(=O)[nH]1)C(=O)COc1ccccc1Cc1ccccc1	x	8	8	3	x	0.4	1	-10	1	4

Continued:
smiles	VHR inh abs	Rv3671c inh	MazEF act	PriA SSB inh	SARS 3CLpro inh	BoNT A protease	BoNT-F LC inh	Anthrax LF inh2	CCHF vOTU inh	PrPC surface inh
O=C(O)Cc1sc(-c2ccc(C(=O)O)cc2)nc1-c1ccccc1	28	-4	6	-8	2	0.2	-10	-2	-27	-1
Cc1cc2c(cc1C)C(c1ccccc1F)CC(=O)N2 (centres undefined)	0	2	8	-12	13*	-1.1	u	-1	-8	0
Cc1cnc(CNC(=O)c2ccc3sc([C@@H]4O[C@H](CO)[C@H](O)[C@H](O)[C@H]4O)nc3c2)cn1	x	x	x	x	x	-0.3	1	-1	-6	-6
CCOc1ccc(S(=O)(=O)N2CCOCC2)cc1NC(=O)CN1C(=O)NC2(CCCC2)C1=O	x	1	-13	5	x	-0.2	7	0	12	4
Cc1nnc2sc(SCc3ccccc3Cl)nn2c1=O	1	0	3	-7	2	0.1	1	2	-7	0
CCOC(=O)c1ccc(N2C(=O)c3n[nH]c(C)c3C2c2ccc(OC)cc2)cc1 (centres undefined)	-18	-14	5	14	0	-0.5	-4	-11	7	0
CCSc1nc(O)cc(=O)n1CC	12	0	0	-10	2	-0.4	-4	1	-8	-8
CCCCOc1ccc(/C(O)=C2/C(=O)C(=O)N(CCCOC)C2c2ccncc2)cc1 (centres undefined)	-2	7	-1	x	1	-0.3	0	-3	0	-1
CCN(C(=O)CSc1nc2ccc(O)cc2c(=O)n1-c1ccc(OC)c(OC)c1)C1CCS(=O)(=O)C1 (centres undefined)	x	x	6	-3	x	1.9	-2	-2	-4	-7
Fc1ccc(C(Nc2ccccn2)c2c[nH]c3ccccc23)cc1 (centres undefined)	12	-3	0	19	4	-0.5	-4	2	1	-10

Carrying on.
smiles	VHR inh abs	Rv3671c inh	MazEF act	PriA SSB inh	SARS 3CLpro inh	BoNT A protease	BoNT-F LC inh	Anthrax LF inh2	CCHF vOTU inh	PrPC surface inh
O=C(c1ccco1)c1cn[nH]c1-c1ccc(Cl)cc1O	23	-6	-1	-13	5	0.3	-15	7	-2	2
COc1ccc(-c2cc(-c3cc(OC)ccc3O)[nH]n2)cc1	24	10	3	9	3	-2.1	-1	-2	23	1
COc1ccc(N2CCN(C(=O)NCc3ccc(OC)c(OC)c3)CC2)cc1	26	5	9	-2	1	0.4	6	0	10	6
COc1cc(C(C(=O)NC(C)(C)C)N(Cc2ccc3c(c2)OCO3)C(=O)c2cnccn2)cc(OC)c1OC (centres undefined)	31	-3	0	-1	-3	1.1	12	1	14	-5
CCOC(=O)N1CCN(Cc2cn[nH]c2-c2cc3ccccc3o2)CC1	33	-6	-4	1	-2	0.4	-10	-6	4	-3
Cc1ccccc1N1C(=O)C2C3C=CC(C2C1=O)N(C)C3=O (centres undefined)	-14	1	1	1	2	2.8	22	4	2	2
Cc1ccc(Cn2cnc3sc4c(c3c2=O)CCC4)c(C)c1	9	-4	7	-25	0	-0.2	-2	0	-2	-9
CC(C)c1ccc(CC(=O)N2CCC2(C)C(=O)Nc2ccc3c(c2)OCO3)cc1 (centres undefined)	x	x	x	x	x	-0.5	-3	-3	12	1
COc1ccccc1CNC(=O)/C(C#N)=C/c1ccc(OC)c(OC)c1OC	-2	-13	4	-12	-5	-0.3	0	5	-12	1
O=S(=O)(NC1CCCC1)c1ccc(F)cc1F	x	x	3	x	x	-0.7	0	-7	-8	-1

The results go on:
smiles	VHR inh abs	Rv3671c inh	MazEF act	PriA SSB inh	SARS 3CLpro inh	BoNT A protease	BoNT-F LC inh	Anthrax LF inh2	CCHF vOTU inh	PrPC surface inh
CC1C(=O)N(Cc2ccc([N+](=O)[O-])cc2)c2ccccc2N1C(=O)c1c(F)cccc1F (centres undefined)	-3	1	0	-2	0	-6.7	7	7	21	6
CCc1nc2ccc(C(=O)NCCc3c[nH]c4ccccc34)cn2c1N(C=O)CCC(C)C	x	x	x	x	x	-0.4	-3	-1	15	-4
Cc1cccc(C(=O)NC(=S)N(C)C2CCCCC2)c1	-11	-1	-4	-3	5	1.5	0	-4	13	-2
CCN(c1ccc(OC)cc1)S(=O)(=O)c1ccc2c(c1)NC(=O)CS2	40	-2	-18	-8	3	-1.0	0	0	6	20
COCCN(Cc1ccccc1)C(=O)c1c(C)nn(-c2ccccc2)c1C	4	7	-3	-5	0	0.6	-5	-8	-12	4
Cc1ccc(C(=O)NC2CCCc3c2cnn3-c2ccc(F)cc2F)cn1 (centres undefined)	33	-2	x	x	0	-0.3	-3	-4	-5	13
COc1ccc(Cc2c(O)nc[nH]c2=O)cc1	13	-4	3	-19	-3	u	-5	2	-12	3
NC(=O)CSc1nnc(-c2ccncc2)o1	33	-6	2	-5	-4	-0.2	1	0	-8	2
COC(=O)c1cc(=O)c2c([N+](=O)[O-])ccc(OC)c2o1	-8	5	2	10	3	-0.9	-7	-2	-3	-12
CCOc1ccccc1CNC(=O)CCCc1cn(C)c2ccccc12	15	2	5	8	-2	-0.5	-8	5	6	3

Complete entries from above.
`CCN(c1ccc(OC)cc1)S(=O)(=O)c1ccc2c(c1)NC(=O)CS2` is entered as VHR inh abs = 40; Rv3671c inh = -2; MazEF act = -18; PriA SSB inh = -8; SARS 3CLpro inh = 3; BoNT A protease = -1.0; BoNT-F LC inh = 0; Anthrax LF inh2 = 0; CCHF vOTU inh = 6; PrPC surface inh = 20
`COc1ccc(Cc2c(O)nc[nH]c2=O)cc1` is entered as VHR inh abs = 13; Rv3671c inh = -4; MazEF act = 3; PriA SSB inh = -19; SARS 3CLpro inh = -3; BoNT A protease = u; BoNT-F LC inh = -5; Anthrax LF inh2 = 2; CCHF vOTU inh = -12; PrPC surface inh = 3
